# Rpn11 inh: inhibitors of human proteasome Rpn11 | calls only at 20 µM | human 26S proteasome, Ub4-pepOG fluorescence polarization; 20S core pre-blocked with epoxomicin | 360,000 tested, 0.59% active;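 active = inhibition at 20 µM, scaled to each plate's controls, above about 33%, limit read from the data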
# Target sequence (O00487 whole entry, looked up): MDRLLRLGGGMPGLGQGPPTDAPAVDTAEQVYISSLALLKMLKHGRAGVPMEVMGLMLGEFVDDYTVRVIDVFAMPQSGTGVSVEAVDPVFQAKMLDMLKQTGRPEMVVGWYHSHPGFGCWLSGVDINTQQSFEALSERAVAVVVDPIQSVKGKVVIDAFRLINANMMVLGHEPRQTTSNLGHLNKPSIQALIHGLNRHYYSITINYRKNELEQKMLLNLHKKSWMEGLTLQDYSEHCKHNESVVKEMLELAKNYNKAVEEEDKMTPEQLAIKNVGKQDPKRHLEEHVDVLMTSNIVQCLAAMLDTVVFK
# NadD block: blocks S. aureus nicotinate mononucleotide adenylyltransferase; purified NadD enzyme, colorimetric absorbance read-out; inhibition, % at 20 µM; 360,000 tested, 0.78% active; AID 602399; in the data active = inhibition above about 26%; note: some compounds past the cut are filed as inactive
# STEP block: blocks human striatal-enriched tyrosine phosphatase; P54829; recombinant STEP, OMFP fluorogenic substrate, fluorescence; inhibition, % at 20 µM; 360,000 tested, 0.25% active;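 active = inhibition at 20 µM, scaled per plate between control wells, above about 37%, limit read from the data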;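 note: 0% = DMSO with enzyme and substrate and 100% = substrate only without enzyme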
# Target sequence (P54829 whole entry, looked up): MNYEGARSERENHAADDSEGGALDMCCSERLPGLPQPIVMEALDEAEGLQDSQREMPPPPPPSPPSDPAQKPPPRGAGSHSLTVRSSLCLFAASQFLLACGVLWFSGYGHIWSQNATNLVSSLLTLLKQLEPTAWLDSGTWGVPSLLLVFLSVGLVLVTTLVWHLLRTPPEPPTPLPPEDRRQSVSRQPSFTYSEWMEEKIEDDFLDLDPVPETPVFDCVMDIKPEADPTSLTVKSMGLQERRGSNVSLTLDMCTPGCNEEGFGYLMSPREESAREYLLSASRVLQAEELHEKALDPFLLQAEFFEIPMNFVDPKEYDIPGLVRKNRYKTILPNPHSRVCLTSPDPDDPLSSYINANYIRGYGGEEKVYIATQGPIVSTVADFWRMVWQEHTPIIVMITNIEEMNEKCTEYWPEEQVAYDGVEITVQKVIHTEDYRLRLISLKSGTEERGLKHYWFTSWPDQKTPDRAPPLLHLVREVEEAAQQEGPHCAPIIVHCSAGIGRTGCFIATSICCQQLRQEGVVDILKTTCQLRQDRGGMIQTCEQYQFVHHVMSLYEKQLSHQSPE
#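 System: STEP phosphatase, cell-free reaction; Buffer or medium: Bis-Tris pH 6.0 buffer with DTT, detergent; Incubation: 20 min at room temperature, dark; Measured by: fluorescence, 480/540 nm.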
# LMPTP block: LMPTP (human) inhibition; P24666; recombinant LMPTP-A, OMFP fluorogenic substrate, fluorescence intensity; inhibition, % at 20 µM; 360,000 tested, 0.22% active;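 active = compounds that cut the enzyme signal by at least half of the control window in the single-dose screen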;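 note: plate controls were DMSO wells with enzyme plus substrate for no effect and substrate without enzyme for full effect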
#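 material = LMPTP-A | quantity = 0.625 nM enzyme | reagent = OMFP substrate, 400 µM final | buffer or medium = Bis-Tris pH 6.0, DTT, detergent | detection = endpoint fluorescence intensity from OMFP dephosphorylation | dosing = single 20 µM dose | read-out basis = % inhibition relative to no-enzyme and uninhibited control wells | control set = no-enzyme and uninhibited controls | timing = 50 min at room temperature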
# CendR NRP1 mod: NRP-1/CendR interaction modulation; FAM-RPARPAR peptide binding to NRP-1, fluorescence polarization; 360,000 tested, 0.85% active; inhibition, % at 25 µM; O14786;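 active = inhibition or corrected inhibition above about 18%, plus a signal ratio from 0.5 to 1.5, limit read from the data, passing the limit was not always enough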; note: strong numbers were not always called active
# SUMO1 PPI mod: alters human SUMO1 binding to SIM partners; AID 602429; inhibition, % at 20 µM; SUMO1 binding to a labelled peptide, TR-FRET, 1 h; 360,000 tested, 0.33% active; P63165; in the data active = inhibition above about 37%
# Target sequence (P63165 whole entry, looked up): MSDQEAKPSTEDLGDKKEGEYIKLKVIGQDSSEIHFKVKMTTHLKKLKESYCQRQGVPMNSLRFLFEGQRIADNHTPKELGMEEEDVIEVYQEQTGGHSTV
# MT1-MMP act inh: MT1-MMP (human) activation inhibition; P50281; HT1080 RFP-PRO-GFP cells, GFP/RFP ratio fluorescence, overnight; percent of plate control window, DMSO zero; GFP/RFP ratio change, % at 20 µM; 360,000 tested, 0.061% active; AID 651647;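 active = GFP/RFP ratio change of at least 30% with cell ATP level not reduced by more than half and red fluorescence within 50% of control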; note: strong numbers were not always called active
#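 Test system: HT1080 cells expressing an RFP-PRO-GFP fluorescent reporter construct / Compound dosing: single-point 20 µM compound, 1% DMSO / Schedule: cells overnight before dosing, compound overnight, 37 °C, 5% CO2 / Evaluation: GFP/RFP fluorescence ratio / Control set: DMSO and RFP-L50D-GFP cell wells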
# DNMT1 block: DNMT1 (human) enzyme inhibition | 360,000 tested, 0.83% active | AID 588458 | inhibition (reported as % activation of signal), % at 10 µM | DNMT1 molecular beacon, Hinp1I cleavage, fluorescence | P26358; in the data active = inhibition above about 50%
# Scp-1 inhibitor: inhibitors of human Scp-1 phosphatase | Q9GZU7 | Recombinant Scp1, phosphopeptide, malachite green phosphate absorbance | inhibition, % at 20 µM | 340,000 tested, 0.88% active | AID 493091;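 active = inhibition above about 50% at 20 µM, limit read from the data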;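 note: plate controls were DMSO wells with enzyme for no effect and wells lacking enzyme for full effect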
#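 Incubation: 45 min enzyme reaction at room temperature / System: truncated SCP-1 phosphatase (76-261aa) / Reagent: Phospho 17-mer peptide substrate / Buffer or medium: Acidic Tris acetate buffer with magnesium and detergent / Signal: absorbance at 630 nm / Doses: one concentration, 20 µM, with 1.0% DMSO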
# SKN-1 inh: inhibitors of C. elegans SKN-1; C. elegans VP596 Pgst-4::GFP/RFP ratio, acrylamide-induced, 24 h; inhibition, % at 21.8 µM; 360,000 tested, 0.49% active;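 active = interference check ratio from 0.5 to 1.5 plus GFP to RFP signal ratio inhibition reaching or exceeding a fixed threshold, cut at about 30% in these data, passing the limit was not always enough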; note: some compounds called inactive have numbers as strong as hits
# The depositor's hits bear a star; i = inactive; / = not tested or not shown; & = joins results of further samples.
SMILES,Rpn11 inh,NadD block,STEP block,LMPTP block,CendR NRP1 mod,SUMO1 PPI mod,MT1-MMP act inh,DNMT1 block,Scp-1 inhibitor,SKN-1 inh
CCOc1ccc(C(=O)NCC(=O)NCCCSc2ccccc2)cc1OCC,i,-1,0,-0.5,12,1,0,-2,-7,-3
CCn1c(Cc2ccccc2)nnc1SCC(=O)Nc1ccc2c(c1)OCCO2,i,1,-7,-0.7,-1,-2,11,-1,-1,-4
Nc1ccc(C(=O)OCC(=O)N2CCc3ccccc3C2)cc1[N+](=O)[O-],i,-2,0,2.2,-6,-24,5,3,6,-2
c1ccc(-c2nc3c4ccccc4ccn3c2CN2CCOCC2)cc1,i,-2,-1,4.5,0,4,-10,6,3,11
C/C(=N\NS(=O)(=O)c1cccc([N+](=O)[O-])c1)c1cc2ccccc2o1,i,8,-3,-0.3,-8,-13,-3,1,5,-18
COc1ccc(-c2cc(C(=O)N3CC4(C)CC3CC(C)(C)C4)no2)cc1 (configuration not stated),i,-5,14,3.7,-4,1,-11,-4,-8,5
CC(C)(Oc1ccc(Cl)cc1)C(=O)NC1CCN(Cc2ccccc2)CC1,i,-2,2,-9.2,9,-37,2,-3,-1,-5
CN(C)S(=O)(=O)c1cccc(C(=O)OCC(=O)c2ccc3c(c2)NC(=O)CO3)c1,i,1,1,1.4,-5,3,2,3,-5,4
C=CCOc1ccc2ccccc2c1/C=N/O,i,-5,-5,0.0,-4,-8,2,4,1,-10
CCn1cc([N+](=O)[O-])c(C(=O)Nc2c(C)nn(Cc3c(F)c(F)c(F)c(F)c3F)c2C)n1,i,-1,-3,-0.8,18,-9,3,2,-3,32
COc1ccc2c(C)c(C(=O)N3CC[C@@H](N4CCC(O)CC4)[C@H](O)C3)oc2c1,i,1,2,-0.4,10,3,0,-1,-5,-8
O=C(CSc1ncnc2sc3c(c12)CCCC3)N1CCC(c2noc3ccc(F)cc23)CC1,i,11,-1,3.0,6,-6,1,-3,-4,-7
O=C1NC(Cc2ccccc2)C(=O)Nc2ccc(Br)cc21 (configuration not stated),i,-2,4,0.1,8,4,-3,-1,-6,-20
Cc1ccccc1N1CCN(C(=S)c2ccc(-c3ccc([N+](=O)[O-])cc3)o2)CC1,i,13,12,3.4,-7,-12,4,-6,-11,2
Cc1ccc(N(C(=O)c2snc(C(N)=O)c2N)C(C(=O)NCC2CCCO2)c2ccc(C)o2)c(C)c1 (configuration not stated),i,6,2,-0.5,2,-6,-5,1,-1,-16
CCOC(=O)c1cccc(NC(=O)CSc2nnc(-c3cccnc3)n2CC)c1,i,-4,2,-1.3,0,-1,-2,-1,-7,12
CCc1ccc2c(CC(=O)NNC(=O)c3ccncc3)coc2c1,i,-3,-3,-1.2,1,2,1,-1,-8,21
COc1ccc(CNC(=O)/C=C/c2ccc(S(=O)(=O)NCc3ccco3)cc2)cc1OC,i,1,-4,0.0,3,-10,-2,-1,-9,6
Cn1ncc(Cl)c1C(=O)NNC(=O)Nc1cccc2ccccc12,i,1,-4,-3.6,6,-5,4,-1,-8,10
O=C(Cc1ccc(Cl)cc1)N/N=C1\CCCc2ccccc21,i,5,1,0.9,3,0,5,-3,-5,8
CCCOC(=O)Cc1n[nH]c(=O)[nH]c1=O,i,5,-1,-1.6,-1,1,1,2,-12,18
COc1cc2cc(C(=O)O)n(C)c2c(OC)c1OC,i,-3,0,-2.0,1,0,1,0,-7,-29
Nc1ccc(S(=O)(=O)c2cccc(N)c2)cc1,i,2,1,-0.1,-10,2,7,4,-8,-1
O=C(COC(=O)CCC(=O)c1ccc(F)cc1)NCCc1ccccc1,i,-2,-1,-0.2,1,-1,0,-1,-7,-2
CCCN(Cc1nnc(-c2ccccc2Cl)o1)C(=O)c1ccc(C)c(S(=O)(=O)N2CCOCC2)c1,i,-1,-2,0.4,-10,8,-2,1,-6,10
CCCCCCCCN1C(=O)[C@H](CC(=O)NCCCCc2ccccc2)C[C@@]2(C(=O)OCC)CCCC=C12,/,20,/,6.9,-2,4,-14,/,/,-7
O=C1C=C(c2ccccc2C(F)(F)F)C[C@@H](c2ccc3c(c2)OCO3)C1,i,-11,2,1.6,6,11,5,-3,-4,9
Cc1nn2c(NCc3ccccn3)cc(C(C)(C)C)nc2c1-c1ccccc1,i,-4,-1,4.4,-1,-2,0,-5,1,7
Nc1ccccc1Oc1ccc2ccccc2c1,i,2,-3,0.5,12,2,-6,-1,6,6
COCCNCC(=O)C12CC3CC(CC(C3)C1)C2,i,-4,-16,-1.5,-4,0,2,0,-5,5
Cc1cc(C)nc(NC(=O)NC(=O)c2ccccc2)n1,i,-4,3,-1.5,15,6,0,6,-10,21
CCC(=O)N1CCN(c2ccc(NC(=O)c3cc4ccccc4o3)cc2)CC1,i,-5,-1,-1.0,14,-4,9,-7,-10,21
COc1ccc(C2C(C#N)=C(N)OC3=C2C(=O)CC(C)(C)C3)cc1Cn1nc(C)c([N+](=O)[O-])c1C (configuration not stated),i,2,-4,1.0,7,4,-1,-4,0,9
O=C(C1COc2ccccc2O1)N1CCN(c2ccccc2F)CC1 (configuration not stated),i,1,0,-2.2,-13,-3,-4,7,-4,5
CC(C)CC(=O)Nc1nnc(S(=O)(=O)Nc2ccccc2)s1,i,-5,-3,0.7,-4,1,-4,-1,-7,3
Cn1c(=O)c2c3c(sc2n2c(SCC(N)=O)nnc12)CC(C(C)(C)C)CC3 (configuration not stated),i,2,2,2.1,5,2,3,-1,0,12
O=C(Nc1cccc(C(=O)N2CCCCC2)c1)C1CCCC1,i,6,-2,-0.4,-11,-5,2,4,-8,10
CC1=C(C(=O)OCc2ccccc2)C(c2ccc(Cl)cc2Cl)NC(=O)N1CCCC(=O)O (configuration not stated),i,5,-1,0.5,4,2,4,-1,-11,4
COC(=O)C[C@@H]1C[C@H]2c3cc(NC(=O)Nc4ccccc4F)ccc3O[C@H]2[C@H](CO)O1,i,0,-1,-3.0,4,-1,5,7,/,3
COCCn1c(SCC(=O)NC2CCCC(C)C2C)nc2ccccc2c1=O (configuration not stated),i,1,1,0.2,-13,1,0,3,-5,2
COC(=O)[C@@]1(C)[C@H]2C(=O)N(C)C(=O)[C@H]2[C@H]2CN=C(SCc3ccc(C#N)cc3)N21,i,-4,-4,-1.9,4,2,4,4,4,-10
CCOc1ccc(NC(=O)CN2C(=O)COc3ccc(Cl)cc32)cc1,i,-3,-3,0.3,0,1,1,2,-1,5
CCC1(C)Cc2c(sc3nc(SCC(=O)c4ccccc4)[nH]c(=O)c23)CO1 (configuration not stated),i,-2,-2,2.7,-6,1,-1,1,-12,-3
COc1ccc2nc3oc(C(=O)N4CCC(C(N)=O)CC4)cc3cc2c1,i,0,-7,0.0,12,-17,4,-1,0,3
Nc1ccc(C(=O)OCc2nc3ccccc3[nH]2)cc1,i,-3,2,-0.2,11,2,7,3,-3,-11

# Copied from the list:
# `Nc1ccc(C(=O)OCc2nc3ccccc3[nH]2)cc1` | LMPTP block = -0.2
# `CCC1(C)Cc2c(sc3nc(SCC(=O)c4ccccc4)[nH]c(=O)c23)CO1` (configuration not stated) | MT1-MMP act inh = -1

# (more compounds)
SMILES,Rpn11 inh,NadD block,STEP block,LMPTP block,CendR NRP1 mod,SUMO1 PPI mod,MT1-MMP act inh,DNMT1 block,Scp-1 inhibitor,SKN-1 inh
O=C(CCC1CCCN(C(=O)c2cc(C3CC3)[nH]n2)C1)N1CCN(c2ccccn2)CC1 (configuration not stated),i,3,1,0.6,2,3,1,0,-4,1
CC(C)CN(C(=O)CSc1nc(N)cc(N)n1)C1CCS(=O)(=O)C1 (configuration not stated),i,0,1,8.6,1,4,-2,0,-18,5
Cc1cc(C(=O)N/N=C/c2ccco2)c2ccccc2n1,i,-3,-4,-0.8,-4,-4,-1,-2,-4,2
Cc1c(Br)c(=O)[nH]c(=O)n1COCc1ccccc1,i,10,-4,-0.3,-8,-2,-2,-2,-8,-4
COC(=O)c1[nH]c2cccc(C)c2c1NC(=O)CN1CCCc2ccccc21,i,16,3,8.7,-14,-15,-10,-11,-8,24
CC(=O)C1=C(c2cccc([N+](=O)[O-])c2)N(C(C)=O)n2c(C)nnc2S1,i,0,8,-1.5,-13,-15,-12,19,-7,9
CCn1c(=O)c2cc(C(=O)NCCCOC)sc2c2ccccc21,i,2,1,1.2,13,-14,8,0,0,5
COCCNc1nnnc2c1sc1nc(N3CCOCC3)c3c(c12)CC(C)(C)OC3,i,3,0,2.2,-3,11,1,2,-3,6
OCCC1CN(Cc2cccn2-c2ncccn2)CCN1Cc1ccc(F)cc1 (configuration not stated),i,-5,3,-1.1,11,4,-5,6,-12,0
O=C(O)c1ccc2c(=O)n(-c3ccc(F)c(Cl)c3)c(=S)[nH]c2c1,i,-6,2,-0.9,-1,0,5,1,-16,-4
CC1(C)Oc2ccc3ccc(=O)oc3c2/C(=C/O)C1=O,i,1,-2,-0.2,-13,4,5,1,-3,-8
Cc1cc(/C=N/NC(=O)c2cccs2)c(C)n1-c1ccccc1,i,2,0,2.1,10,-2,4,-8,-8,10
CN1CCc2cccc3c2[C@H]1Cc1ccc(O)c(O)c1-3,i,-3&1&0,0&2&2,3.8&-0.5&2.9,1&16&11,1&-2&4,-6&-1&-4,10&2&-3,-11&-20&-6,-10&-2&0
CN(C(=O)COC(=O)c1ccc(=O)n(Cc2ccccc2)n1)C1CCCCC1,i,-7,0,-1.5,16,-19,3,6,-6,-2
COc1ccc([C@@]2(C(C)C)ON(c3ccccc3C(F)(F)F)C2=O)cc1,i,-2,1,2.1,0,28,4,1,0,-15
COc1ccccc1C(=O)Nc1ccnn1C1CCN(C2CCSCC2)CC1,i,-2,-2,0.2,11,-2,-2,-1,-2,5
CC(=O)Nc1ccc(S(=O)(=O)NCC(=O)OCC(=O)NC23CC4CC(CC(C4)C2)C3)cc1,i,0,-2,-1.2,1,-3,0,1,4,-5

# Whole records, looked up by structure.
# Entry for CC1(C)Oc2ccc3ccc(=O)oc3c2/C(=C/O)C1=O = Rpn11 inh: i; NadD block: 1; STEP block: -2; LMPTP block: -0.2; CendR NRP1 mod: -13; SUMO1 PPI mod: 4; MT1-MMP act inh: 5; DNMT1 block: 1; Scp-1 inhibitor: -3; SKN-1 inh: -8
# Entry for CN(C(=O)COC(=O)c1ccc(=O)n(Cc2ccccc2)n1)C1CCCCC1 = Rpn11 inh: i; NadD block: -7; STEP block: 0; LMPTP block: -1.5; CendR NRP1 mod: 16; SUMO1 PPI mod: -19; MT1-MMP act inh: 3; DNMT1 block: 6; Scp-1 inhibitor: -6; SKN-1 inh: -2

# Screens as filed in PubChem BioAssay.
